Screens from PubChem BioAssay.
MEP2 TOR yeast: modulators of TOR pathway MEP2-GFP in S. cerevisiae. S. cerevisiae MEP2-GFP strain, flow cytometry GFP, 3 h; 100% = DMSO control level. AID 2016. GFP response vs DMSO, % at 10 µM. 330,000 compounds, 0.51% hits;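 active means GFP response versus DMSO above a set limit, roughly screen mean plus 3 SD, cut at about 180% in these data; inconclusive means fewer than 70 cells counted for a yeast strain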;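 further: median GFP fluorescence of the barcode-gated MEP2-GFP cells per well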
CIT2 TOR yeast: modulators of TOR pathway CIT2-GFP in S. cerevisiae. S. cerevisiae CIT2-GFP strain, flow cytometry, 3 h; 100 means same as DMSO wells. GFP response vs DMSO, % at 10 µM. 320,000 compounds, 0.065% hits. AID 2029;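 active means GFP response relative to DMSO above a set limit, near the screen mean plus 3 SD, cut at about 150% in these data; inconclusive means Fewer than 70 cells measured for a yeast strain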;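 further: ratio of well median GFP fluorescence to mean of DMSO wells on the plate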
LAP4-GFP MLPCN: modulators of TOR pathway LAP4-GFP in S. cerevisiae; S. cerevisiae LAP4-GFP multiplex, flow cytometry GFP, 3 h; median GFP as percent of DMSO wells; GFP response vs DMSO, % at 10 µM; 320,000 compounds, 0.34% hits;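 active means GFP response vs DMSO above a set limit, about the screen mean plus 3 SD, cut at about 150% in these data; inconclusive means under 70 cell events counted for the yeast strain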
RPL19A-GFP yeast: alters RPL19A-GFP fluorescence in TOR pathway yeast screen | 330,000 compounds, 0.3% hits | percent response vs DMSO, % at 10 µM | S. cerevisiae RPL19A-GFP strain, flow cytometry, 3 h; hits give low values;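 active means percent response vs DMSO below 50%; inconclusive means fewer than 70 events counted for the yeast strain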;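 further: median channel GFP fluorescence of the barcoded RPL19A-GFP strain; ratio of sample median GFP to plate DMSO average so 100% = DMSO; lower means less RPL19A-GFP as with rapamycin TOR inhibition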
Yeast superoxide: yeast age-related superoxide inhibition as caloric restriction mimetic. S. cerevisiae aged cells, superoxide DHE fluorescence; hits give low values. superoxide response (% of plate mean), % at 10 µM. 330,000 compounds, 0.18% hits. AID 2690;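 active means superoxide response under a set limit, about three screen SD below normal, cut at about 65% in these data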;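 further: yeast aged for seven days with compound at 30 °C before DHE staining; 100% = average MFI of all compound-treated wells on the plate with controls excluded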
AGP1 TOR yeast: modulators of TOR pathway AGP1-GFP in S. cerevisiae; GFP response vs DMSO, % at 10 µM; S. cerevisiae AGP1-GFP multiplex flow cytometry, 3 h; GFP as percent of DMSO wells; 320,000 compounds, 0.02% hits;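 active means GFP response relative to DMSO above a set limit, near screen average plus 3 SD, cut at about 150% in these data; inconclusive means fewer than 70 cells counted for the yeast strain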;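 further: median GFP channel fluorescence of the gated AGP1 strain per well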
VLA-4 inh: inhibition in a human VLA-4 binding assay; P13612; VLA-4 expressing cells, ligand binding flow cytometry; 330,000 compounds, 0.2% hits; inhibition, % (about 7 µM as worked out from the volumes in the protocol); in the data active means inhibition above about 50%
Target sequence (P13612 whole entry, looked up): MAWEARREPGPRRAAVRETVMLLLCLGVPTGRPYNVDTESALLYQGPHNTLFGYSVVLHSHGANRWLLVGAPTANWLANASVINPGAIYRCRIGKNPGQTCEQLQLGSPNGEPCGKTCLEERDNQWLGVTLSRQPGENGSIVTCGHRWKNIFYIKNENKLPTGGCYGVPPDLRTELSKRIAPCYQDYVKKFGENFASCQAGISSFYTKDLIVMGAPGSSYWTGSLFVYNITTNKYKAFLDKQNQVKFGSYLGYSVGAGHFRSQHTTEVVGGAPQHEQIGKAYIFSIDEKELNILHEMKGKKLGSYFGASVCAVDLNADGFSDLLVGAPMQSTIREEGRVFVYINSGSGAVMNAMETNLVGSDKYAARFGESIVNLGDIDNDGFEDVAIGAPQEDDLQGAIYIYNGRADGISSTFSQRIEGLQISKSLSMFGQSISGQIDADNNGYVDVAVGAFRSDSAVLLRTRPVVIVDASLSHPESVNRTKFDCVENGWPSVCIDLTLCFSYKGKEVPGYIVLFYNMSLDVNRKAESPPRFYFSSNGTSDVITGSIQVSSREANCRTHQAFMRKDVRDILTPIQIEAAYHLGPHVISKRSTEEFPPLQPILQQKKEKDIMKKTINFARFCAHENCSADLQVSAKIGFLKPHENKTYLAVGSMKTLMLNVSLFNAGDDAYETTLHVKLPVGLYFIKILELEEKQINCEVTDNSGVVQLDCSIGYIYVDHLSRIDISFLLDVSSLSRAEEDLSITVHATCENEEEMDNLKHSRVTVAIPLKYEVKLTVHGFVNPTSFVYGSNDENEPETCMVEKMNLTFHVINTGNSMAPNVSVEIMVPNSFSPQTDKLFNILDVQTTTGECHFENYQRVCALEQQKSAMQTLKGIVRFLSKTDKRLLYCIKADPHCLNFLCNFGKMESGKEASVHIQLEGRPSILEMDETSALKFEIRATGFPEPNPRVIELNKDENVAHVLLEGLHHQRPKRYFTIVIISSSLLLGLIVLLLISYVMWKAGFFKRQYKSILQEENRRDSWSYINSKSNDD
GRK2 aptamer HTS: human GRK2 inhibition via aptamer displacement; P25098; bead flow cytometry, FAM-aptamer displacement from GRK2; inhibition of aptamer binding, % at 10 µM; 330,000 compounds, 0.59% hits;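 active means inhibition of aptamer binding above 40%, roughly 3 SD of noise, on plates passing a quality check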;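 further: median bead fluorescence of bound FAM aptamer so fluorescent compounds give negative values; no value below 0 was filed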
* marks the source's active call; other numbers are inactive results; i = inactive; ? = inconclusive; · = not tested or not shown.

SMILES	MEP2 TOR yeast	CIT2 TOR yeast	LAP4-GFP MLPCN	RPL19A-GFP yeast	Yeast superoxide	AGP1 TOR yeast	VLA-4 inh	GRK2 aptamer HTS
O=C(N/N=C/C(Cl)=C/c1ccccc1)c1ccccc1F	107	99	121	100	93	98	4	5
CCN(Cc1ccncc1)Cc1cn[nH]c1-c1cc(OC)c(OC)c(OC)c1	113	121	100	107	94	112	4	1
O=C(NCc1cccc(Br)c1)C1CC(c2ccccc2C(F)(F)F)=NO1 (stereo unspecified)	88	107	109	103	98	90	9	0
Cc1c(C(=O)Nc2nccs2)sc2nc(-c3cccs3)cc(C(F)(F)F)c12	98	91	100	89	106	92	-5	1
Cc1cc(C)n(C(=O)c2cc3sccc3[nH]2)n1	98	91	94	94	83	90	4	1
N#Cc1ccc(/C=C\c2nccc3c2[nH]c2ccccc23)cc1	103	108	104	93	99	107	9	0
COc1cccc(NCc2ccc([N+](=O)[O-])s2)c1	104	92	95	104	89	99	10	0
COc1ccc(OCC(O)CNCc2ccco2)cc1 (stereo unspecified)	109	115	105	103	98	99	-8	5
O=C(NCCc1ccc(Cl)cc1)c1ccc(OCC2CCCO2)cc1 (stereo unspecified)	106	104	107	102	105	104	7	0
COc1cc(CCC(=O)OCc2nnc(-c3ccccc3)o2)cc(OC)c1OC	99	92	92	95	95	93	6	3
N#CNC(=Nc1ccc(F)cc1)SCc1ccccc1	103	106	90	111	106	108	-2	3
CCC(CC)c1nnc(NC(=O)c2ccco2)s1	90	94	97	86	90	91	2	1
O=C1CC(c2ccccc2)=Nc2ccccc2N1	90	67	99	114	94	72	-17	0
CC(=O)c1ccc(OCc2cc(C(=O)N3CCCCC3c3cccnc3)no2)cc1 (stereo unspecified)	93	96	91	102	97	96	6	3
Cc1cc(C)c(C#N)c(SCCS(=O)(=O)c2ccc(C(C)(C)C)cc2)n1	91	91	96	96	103	94	4	11
C=CCOc1ccc(C2C(C#N)=C(N)N(Nc3ccccc3)C3=C2C(=O)CC(C)(C)C3)cc1OC (stereo unspecified)	101	94	99	104	115	98	-5	0
Cc1cccc(OCCSc2nc3ncnc(N)c3[nH]2)c1	101	112	99	107	101	106	6	0
Cc1nc2c(C(=O)NCc3cccs3)cnn2c(C)c1Cc1ccc(F)cc1	104	111	97	102	97	106	-16	0
O=C(COc1ccccc1)N1CCN=C1SCc1cccc(F)c1	106	94	106	82	90	88	6	0
COc1ccc(NC(=O)N2CCCC(C(=O)Nc3cccc(C)c3C)C2)cc1 (stereo unspecified)	102	97	101	101	101	103	8	1
Cn1c(=O)[nH]c(=O)c2c1nc(N1CCOCC1)n2CC(O)COc1ccc2ccccc2c1 (stereo unspecified)	96	109	92	102	92	101	-10	0
Cc1cccc(C2N=C(N)Nc3nc4ccccc4n32)c1 (stereo unspecified)	94	97	104	94	111	101	20	3
O=[N+]([O-])c1ccc(C(O)CN2CCN(Cc3ccccc3)CC2)cc1 (stereo unspecified)	109	108	98	104	91	103	4	16
Cc1c(Cl)cccc1NC(=O)CSc1nnc(C)n1-c1ccccc1	102	100	101	100	98	103	-2	21
COC(=O)c1ccc(NC(=O)NC2CCCCC2)cc1	92	95	88	99	101	88	14	0
COC(=O)c1sccc1NC(=O)C1CC=CCC1C(=O)O (stereo unspecified)	100	95	88	99	105	97	9	2
CCOC(=O)Nc1ccc(S(=O)(=O)Nc2cc(C)on2)cc1	105	87	95	102	145	105	-2	0
Cc1ccccc1Nc1nc(-c2sc(NC(=O)c3ccccc3)nc2C)cs1	95	116	146	98	98	96	1	0
CCOC(=O)c1ccc(NC(=O)Cn2cnc3cc(C)c(C)cc32)cc1	102	102	99	99	105	88	7	0
CCOc1ccc(C2C(C#N)=C(N)N(N(C)C)C3=C2C(=O)CCC3)cc1 (stereo unspecified)	108	100	91	106	85	95	-1	0
Cc1nonc1OCCNC(=O)C12CC3CC(CC(C3)C1)C2	100	100	97	100	89	100	-1	6
Cc1cccc(-n2ncc3c2CCCC3NC(=O)Cc2c(C)noc2C)c1C (stereo unspecified)	104	91	96	99	83	98	27	3
Cc1ccc(CSC2=Nc3ccccc3C3=NC(CC(=O)NCc4ccco4)C(=O)N23)cc1 (stereo unspecified)	99	96	99	100	100	101	-6	5
CC(=O)NNC(=S)Nc1cc(S(=O)(=O)N(C)C)ccc1C	103	112	102	108	91	107	-9	0
Cc1oc2cc3oc(=O)cc(C)c3cc2c1C	114	98	108	104	96	91	4	1
CC(C(=O)Nc1ccc2c(c1)OCCO2)N1Cc2ccccc2C1=O (stereo unspecified)	99	97	109	101	110	103	-14	4
CC(OC(=O)/C=C/c1ccc2ccccc2n1)C(=O)NCc1ccccc1 (stereo unspecified)	98	93	107	97	107	110	-2	0
CCOc1ccc2[nH]c(=O)c(CN(Cc3cccs3)Cc3nnnn3C(C)(C)C)cc2c1	112	99	103	103	98	108	3	0
COCCCN1C(=O)C(=O)/C(=C(/O)c2ccc(S(=O)(=O)N3CCCCC3)cc2)C1c1ccc(O)c(OC)c1 (stereo unspecified)	93	100	102	102	105	106	-3	0
COc1ccnc(CN(C)C(=O)C2CCC(=O)N(Cc3cccc(C(F)(F)F)c3)C2)c1 (stereo unspecified)	106	104	98	103	111	100	-2	0
O=C(c1ccc(Cl)cc1)N(Cc1ccccc1F)N1C(=O)CCCC1=O	111	90	122	96	100	103	15	4
CCc1cc2cccc(C)c2nc1SCC(=O)NNC(=O)c1ccco1	99	106	106	97	85	104	16	0
CCOC(=O)c1c(N)sn(-c2ccccc2C)c1=S	102	114	108	103	100	113	12	0
C=CCNc1nc(Cl)nc(NCc2ccco2)n1	107	99	93	104	84	101	4	0
O=[N+]([O-])c1ccc(N/N=C/c2cn(Cc3ccc(F)cc3)c3ccccc23)nc1	?	85	78	83	95	84	i	0
Cc1cc(CO)nn1-c1ccc([N+](=O)[O-])cc1	101	107	101	111	84	113	3	0
Cc1ccccc1Nc1nnc(SCC(=O)NC2CCCc3ccccc32)s1 (stereo unspecified)	98	96	90	99	92	95	-4	0
CN(C)c1ccc(O)c2c1CC1CC3[C@@H](N(C)C)C(=O)C(C(N)=O)=C(O)[C@]3(O)C(=O)C1=C2O (stereo partly specified)	94	90	104	96	105	89	23	9
Cc1ccc(C(=O)CN(Cc2ccccc2)C2=NCCS2)cc1	98	98	89	97	101	94	2	0
COc1ccc(C(=O)NC(=S)Nc2ccccc2N2CCOCC2)cc1Br	101	96	91	103	100	94	25	5
Cc1ccc(-n2cc(C(=O)O)c(=O)cc2C)c(C)c1	104	100	103	106	107	108	30	5
CCC1CN(C(=O)N2CCC(C(=O)Nc3ccccc3OC)CC2)c2ccccc2O1 (stereo unspecified)	105	103	103	100	78	98	4	0
Cc1ccccc1-c1nc(CS(=O)(=O)CC(=O)NCCN2CCCC2)c(C)o1	100	98	89	98	104	96	4	0
O=C(Nc1cccc(-c2cscn2)c1)C1CCN(Cc2ccsc2)CC1	91	·	76	101	70	92	11	29
Cc1cccc(N2CCN(C(=O)c3ccoc3C)CC2)c1C	91	89	87	96	95	89	5	1
COc1cccc(-c2cc(-c3cccnc3)c(C#N)c(N)n2)c1	96	89	113	95	100	94	-7	0
CS(=O)(=O)c1ccc2sc(NC(=O)c3cc4ccccc4o3)nc2c1	98	107	98	99	98	105	-10	0
CC1CC(=O)Nc2ccccc2N1C(=O)CSc1nnnn1C(C)C (stereo unspecified)	107	105	112	103	105	110	-13	0
COc1ccc(-c2noc(-c3cccc(Cl)c3)n2)cc1OC	104	104	88	107	92	98	17	1
Cc1ccc(C2(C)NC(=O)N(Cc3c(C)noc3C)C2=O)cc1 (stereo unspecified)	97	93	90	96	98	95	10	0

Profiles, looked up by structure:
Cc1ccc(C(=O)CN(Cc2ccccc2)C2=NCCS2)cc1 in the list: MEP2 TOR yeast = 98; CIT2 TOR yeast = 98; LAP4-GFP MLPCN = 89; RPL19A-GFP yeast = 97; Yeast superoxide = 101; AGP1 TOR yeast = 94; VLA-4 inh = 2; GRK2 aptamer HTS = 0
Cc1cc(CO)nn1-c1ccc([N+](=O)[O-])cc1 in the list: MEP2 TOR yeast = 101; CIT2 TOR yeast = 107; LAP4-GFP MLPCN = 101; RPL19A-GFP yeast = 111; Yeast superoxide = 84; AGP1 TOR yeast = 113; VLA-4 inh = 3; GRK2 aptamer HTS = 0
Cc1ccccc1-c1nc(CS(=O)(=O)CC(=O)NCCN2CCCC2)c(C)o1 in the list: MEP2 TOR yeast = 100; CIT2 TOR yeast = 98; LAP4-GFP MLPCN = 89; RPL19A-GFP yeast = 98; Yeast superoxide = 104; AGP1 TOR yeast = 96; VLA-4 inh = 4; GRK2 aptamer HTS = 0

Next section.
SMILES	MEP2 TOR yeast	CIT2 TOR yeast	LAP4-GFP MLPCN	RPL19A-GFP yeast	Yeast superoxide	AGP1 TOR yeast	VLA-4 inh	GRK2 aptamer HTS
CCOC(=O)Cn1c(=O)oc2cc(S(=O)(=O)N3CCN(C(=O)c4ccco4)CC3)ccc21	100	110	96	103	100	101	-2	0
Cc1cccc(-n2cc(CN3CCN(C(=O)c4ncn[nH]4)CC3)c(-c3cccc(F)c3)n2)c1	100	99	111	96	102	101	0	0
COc1ccccc1N1CCN(C(=O)CSc2nc(-c3ccccc3)cc(=O)[nH]2)CC1	106	99	105	97	97	101	24	0
CC(OC(=O)c1ccccc1C(=O)N(C)c1ccccc1)C(=O)Nc1ccc(C(N)=O)cc1 (stereo unspecified)	98	89	98	95	92	98	2	0
O=C(CN1CCOCC1)NCc1ccccc1Cl	98	95	82	88	86	82	4	0
CCOc1ccc(NC(=O)c2nccnc2CO)cc1	96	98	91	93	92	96	2	2
CCN(CC)S(=O)(=O)c1cccc(C(=O)OCC(=O)NC(C)c2ccccc2)c1 (stereo unspecified)	102	99	97	96	107	102	12	1
COc1ccccc1-n1c(SCC(=O)Nc2cccc(S(N)(=O)=O)c2)nc2ccccc2c1=O	106	104	90	105	91	102	-5	0
CC(C)CC1NC(=O)N(CC(=O)N2c3ccccc3NC(=O)C2(C)C)C1=O (stereo unspecified)	96	101	91	98	89	96	3	1
CC(/C=C/C1(O)C(C)CC(=O)CC1(C)C)OC1OC(CO)C(O)C(O)C1O (stereo unspecified)	105	107	102	105	105	109	1	0
Cc1ccccc1-c1nc(CS(=O)CC(=O)NCCN2CCOCC2)c(C)o1 (stereo unspecified)	102	98	105	96	121	97	8	0
C=CCN=Cc1c(C)[nH]n(-c2ccccc2)c1=O	101	100	97	105	101	106	11	3
C=CCc1ccc(OCCCCNC(C)CC)c(OC)c1 (stereo unspecified)	92	107	75	128	97	78	15	0
O=C(O)/C=C/C(=O)NCC1CCC(CNC(=O)/C=C/C(=O)O)CC1 (stereo unspecified)	92	102	104	97	108	101	-1	0
COCCOC(=O)C1=C(C)NC(=O)NC1c1ccc(-c2cc(Cl)ccc2Cl)o1 (stereo unspecified)	106	104	110	101	80	111	0	0
Cc1cccc(CS(=O)(=O)c2nnc([C@H](Cc3ccccc3)NC(=O)OC(C)(C)C)o2)c1	123	109	140	97	93	91	·	0
Cc1ccc2nc(NC(=O)CN(C)S(=O)(=O)c3cccc4nsnc34)sc2c1	97	92	100	97	86	96	-2	0
CC1=C(C(=O)Nc2ccccn2)C(c2ccccc2Cl)NC(=S)N1 (stereo unspecified)	103	103	90	102	90	99	10	5
Cc1ccc(C(=O)NNC(=O)COc2ccc(Cl)cc2C)o1	98	99	99	102	80	107	13	3

Reformatted: results already given
canonical_smiles,MEP2 TOR yeast,CIT2 TOR yeast,LAP4-GFP MLPCN,RPL19A-GFP yeast,Yeast superoxide,AGP1 TOR yeast,VLA-4 inh,GRK2 aptamer HTS
O=C(COc1ccccc1)N1CCN=C1SCc1cccc(F)c1,106,94,106,82,90,88,6,0
Cc1ccccc1Nc1nc(-c2sc(NC(=O)c3ccccc3)nc2C)cs1,95,116,146,98,98,96,1,0
